# Screening data deposited in PubChem BioAssay by National Center for Advancing Translational Sciences (NCATS).
# Tb PFK inh = blocks T. brucei phosphofructokinase | O15648 | T. brucei PFK, ADP-Glo luminescence | Potency, µM (doses to about 57.5 µM), inactives show at the top dose activity, negative = inhibition, actives largely listed as inhibitors | 330,000 tested, 0.17% active | AID 485367;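 further: potency means the concentration at half of the fitted maximal effect; 0% = uninhibited 1x PFK enzyme wells and -100% = no-enzyme wells; nearly all actives have a fitted effect of over 60% in size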
# Target sequence (O15648 whole entry, looked up): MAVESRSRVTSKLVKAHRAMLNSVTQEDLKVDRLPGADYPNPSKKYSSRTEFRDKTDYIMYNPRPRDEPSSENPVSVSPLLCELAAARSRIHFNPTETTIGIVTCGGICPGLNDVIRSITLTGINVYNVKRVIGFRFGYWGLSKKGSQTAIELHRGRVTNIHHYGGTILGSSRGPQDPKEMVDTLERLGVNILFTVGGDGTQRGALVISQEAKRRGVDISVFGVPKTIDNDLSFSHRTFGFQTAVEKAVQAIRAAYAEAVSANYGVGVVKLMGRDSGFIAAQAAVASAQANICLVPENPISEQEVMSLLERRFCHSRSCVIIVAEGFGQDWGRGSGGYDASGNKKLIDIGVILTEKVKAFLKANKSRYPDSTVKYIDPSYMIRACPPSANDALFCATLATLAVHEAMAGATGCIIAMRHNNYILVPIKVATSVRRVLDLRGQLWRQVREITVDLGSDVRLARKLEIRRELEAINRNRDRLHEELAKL
#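 1.25 nM PFK with 0.5 mM F6P and 0.1 mM ATP in 0.1 M TEA pH 8.0, 5 mM MgCl2, incubated 45 min at room temperature; ADP measured by ADP-Glo luminescence; compounds titrated up to 57 uM.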
# Coupling enz = coupling enzyme interference in Giardia aldolase counter-screen | coupling enzyme system counterscreen, AmpLite Red fluorescence | AID 2472 | activity change, negative = inhibition, % at 58.2 µM, hits read low | 290,000 tested, 0.67% active; in the data active means activity change below about -30%; further: on the % scale 0 is the no-effect control and ±100 the full control effect
#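 Compounds tested against the coupling enzymes alone at 57.5 uM final; readout was AmpLite Red fluorescence (525/598 nm) after 20 min at RT.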
# TSHR antag = antagonists of human thyroid stimulating hormone receptor. activity change, negative = inhibition, % at 11.5 µM. TSHR-expressing cells, TSH-stimulated cAMP HTRF, 2 h; active compounds read low. 330,000 tested, 0.2% active. P16473;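 active means activity change below a set negative limit, meaning inhibition stronger than a set level, cut at about -70% in these data; inconclusive means activity change between two set negative limits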; further: on the % scale 0 is the no-effect control and ±100 the full control effect
#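 Read-out is FRET at 665 nm (cryptate excitation 337 nm) from a cryptate-tagged anti-cAMP antibody, competed by cell cAMP against cAMP-d2. Compounds are tested on freshly harvested TSHR cells challenged with 4nM TSH (EC80) for 2 hours at 37 deg C.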
# hERG WT inh = inhibitors of human wildtype KCNH2 potassium channel | AID 720551 | Q12809 | 340,000 tested, 0.37% active | activity change, % at 1.84 µM | U2OS, BacMam KCNH2, thallium flux FluxOr; active compounds read low;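 active means maximum activity change below -70%; inconclusive means maximum activity change between -70% and -50%; inactive means maximum activity change above -50%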; further: on the % scale 0 is the no-effect control and ±100 the full control effect
#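 U2OS cells transduced with wild-type KCNH2 virus are loaded with FluxOr dye for 45 min, and thallium flux is measured in kinetic reads before and after stimulation buffer. Rate constants are normalized to DMSO controls.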
# A-T KAP1 phos = potential ataxia-telangiectasia treatments restoring KAP-1 phosphorylation; […] A-T fibroblasts, KAP-1 phosphorylation AlphaLISA; neocarzinostatin DNA damage 30 min before lysis; Potency, µM (top dose mostly 57.5 µM), without a hit: at the top dose activation, usual class: activators; 320,000 tested, 0.19% active; further: potency means the concentration at half of the fitted maximal effect; % of control where 0% means no effect; nearly all actives have a fitted effect of over 45% in size
#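 ATM-like activity read as KAP-1 phosphorylation via AlphaLISA donor/acceptor antibody pairs after lysis and 6 hr at 25C. Cells were ATM-null patient fibroblasts ([…], hTERT), dosed 60 min, then exposed to the DSB inducer NCS for 30 min.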
# MLL CXXC-DNA inh = blocks binding of human MLL CXXC domain to DNA; Potency, µM (titrated, usually from 115 µM), inactives show at the highest dose activity change, negative = inhibition, usual class: inhibitors; MLL-CXXC / FITC-HOXA9 DNA fluorescence polarization; 290,000 tested, 0.037% active; Q03164; active means well fitted inhibition curve with a large enough effect in the polarisation, with a control signal flat, not every such curve was filed as active; inconclusive means small, poorly fitted or top-dose-only effect, or effect the other way, or a change in a side signal; inactive means no such curve, though single readings can be large or run the other way; the % refers to the polarisation; further: potency means the concentration at half of the fitted maximal effect
#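 Steps: dispense CXXC domain solution (7 uM) → pin compounds or unlabeled HOX-A9 DNA control → 5 min ambient → add FLSN-HOX-A9 solution (50 nM) → spin → 30 min ambient → fluorescence polarization. Tris pH 7.5/NaCl/DTT/BSA buffer.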
# GALK inh = galactokinase (human) inhibition | 270,000 tested, 0.007% active | Purified GALK, Kinase-Glo residual ATP luminescence | Potency, µM (top dose mostly 57.5 µM), inactives show top-dose activity change, negative = inhibition, most hits filed as inhibitors | AID 1868; further: potency means the concentration at half of the fitted maximal effect; on the % scale 0 is the no-effect control and ±100 the full control effect
# Target sequence (P51570 whole entry, looked up): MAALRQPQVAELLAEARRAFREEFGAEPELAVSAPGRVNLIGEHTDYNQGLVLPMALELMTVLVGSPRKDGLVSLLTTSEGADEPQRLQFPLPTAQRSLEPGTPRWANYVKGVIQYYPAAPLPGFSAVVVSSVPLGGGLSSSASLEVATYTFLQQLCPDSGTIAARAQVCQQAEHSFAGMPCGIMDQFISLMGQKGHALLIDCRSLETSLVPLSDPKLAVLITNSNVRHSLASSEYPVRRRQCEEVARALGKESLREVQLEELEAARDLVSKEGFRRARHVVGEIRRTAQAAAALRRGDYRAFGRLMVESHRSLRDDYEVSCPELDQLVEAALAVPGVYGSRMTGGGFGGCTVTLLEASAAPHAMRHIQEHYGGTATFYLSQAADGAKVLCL
#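 Galactose (100 uM) and ATP (35 uM) were turned over by 5 nM GALK for 1 h at RT. Kinase-Glo Plus then converted the remaining ATP into a luminescent signal.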
# TCR activator = activators of T cell receptors; primary human leukocytes, anti-CD3, IL-2 HTRF, 48 h; Potency, µM (series often up to 9.22 µM), without a hit: at the top dose activation of IL-2 secretion, actives largely listed as activators; 330,000 tested, under 10 active; AID 504894; further: % of control where 0% means no effect
#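 1) Mix primary human leukocytes, a-CD3 beads and compound. 2) Incubate 48 hr. 3) Add HTRF IL-2 reagents (a-IL-2-K, a-IL-2-d2).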
# BCR signal inh = chronic active BCR signaling inhibition | ABC-DLBCL IkBa-CBG/CBR reporter, luminescence ratio, 4 h | Potency, µM (highest dose often 46.1 µM), for the others: top-dose ratio change, negative = lower green/red ratio, actives largely listed as inhibitors | 340,000 tested, 0.05% active; active means well fitted inhibition curve with a large enough effect in the signal ratio, with a control signal flat, not every such curve was filed as active; inconclusive means small, poorly fitted or top-dose-only effect, or effect the other way, or a change in a side signal; the % refers to the signal ratio;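 further: potency means the concentration at half of the fitted maximal effect; plate controls were basal doxycycline-induced cells for no effect and cells given 10 µM MG132 for full effect; MG132 reads +100%, hits lower the ratio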
#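 TMD8 ABC-DLBCL cells carrying doxycycline-inducible green luciferase fused to IkappaBalpha plus unfused red luciferase were exposed to compounds (up to 46 uM) for 4 hrs at 37C. Activity came from the overlap-corrected green/red luminescence ratio.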
# Giardia kill = kills Giardia lamblia; Giardia lamblia trophozoite viability; activity change, % at 7.66 µM, hits read low; 340,000 tested, 0.15% active; in the data active means activity change below about -80%; inconclusive means between about -30% and that limit;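 further: parasites exposed to compound for two days anaerobically before the ATP read; on the % scale 0 is the no-effect control and ±100 the full control effect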
#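 Luminescence from cellular ATP indicates surviving trophozoites (100 cells/well) following 48 hrs anaerobic compound treatment at 37 deg C; signal develops 15-30 min at room temperature.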
# Starred values were filed as active, the others as inactive; ? = inconclusive; · = not tested or not shown; [ ] = dose if it differs, or a comment. Unless noted, the call rests on the fitted dose curve; in most records, active means well fitted curve in the direction sought with a large enough effect; inconclusive means small, poorly fitted or top-dose-only effect, or another doubt; inactive means no such curve, though single readings can be large; an effect the other way counts as inactive or inconclusive.
SMILES,Tb PFK inh,Coupling enz,TSHR antag,hERG WT inh,A-T KAP1 phos,MLL CXXC-DNA inh,GALK inh,TCR activator,BCR signal inh,Giardia kill
O=C(Cn1cnc2ccccc2c1=O)NCc1cccs1,-1%,1,5,-5,5%,7%,10%,-2%,-3%,7
Cc1ccsc1/C=N/NC(=O)C1CC(=O)N(c2ccccc2)C1 (stereo not drawn),-3%,0,4,0,5%,-4%,·,4%[46.1 µM],-5%,19
COc1cccc(C(=O)Nc2ccc(Oc3cccc(C(F)(F)F)c3)nc2)c1,0%,-14,0,-2,8%,-2%,0%,-1%,-6%,-22
COCCN1Cc2cccc(C(=O)Nc3ccc4c(c3)OCCO4)c2C1=O,1%,1,0,-11,-1%,-8%,2%,-6%,?,31[activator]
O=C(NCCCN1CCCC1=O)c1cc(-c2cccnc2)nc2ccc(Cl)cc12,7%,4,-5,3,1%,4%,1%,·,-14%,1
CC(C)(CC(=O)O)CC(=O)Nc1ccccc1Oc1ccccc1,0%,-2,-2,0,5%,-29%,·,6%,5%,-10
Cc1ccc(Nc2nc(N)nc(-c3oc4ccccc4c3C)n2)cc1,0%,-2,-12,-8,4%,1%,0%,4%,?,-1
CSc1nsc2nc(=O)c(/C=C3\C=Nc4ccccc43)c(N)n12,8%,-1,-19,2,-11%,-3%,-6%,11%,?,-13
O=C(CN(Cc1ccco1)C(=O)CNS(=O)(=O)c1ccccc1)NCc1ccc(F)cc1,3%,0,10,9,4%,15%,-1%,-2%,?,-1
Cc1cc(Cl)cc(Cl)c1OCCOc1cccc2cccnc12,-3%,-1,10,0,1%,13%,0%,2%,?,-4
CCOC(=O)C1=C(C)N(C)C(=O)NC1c1ccccc1OC (stereo not drawn),-9%,-1,-7,7,0%,-1%,1%,1%,0%,4
Cn1c(=O)n(CCOc2ccccc2Cl)c2ccccc21,3%,-3,2,-5,·,-6%,2%,-17%,-9%,8
CCOc1ccc(NC(=O)C2CCCN(c3nn4c(=O)cc(C)nc4s3)C2)cc1 (stereo not drawn),-6%,·,3,21,-11%,14%,2%,2%,-10%,14
CC[C@]12c3[nH]c4ccc(Cl)cc4c3CCN1C(=O)[C@@H](CC(=O)NCCCOC)C[C@@H]2C(=O)N1CCN(C(=O)c2ccco2)CC1,2%,·,4,7,-38%[inhibitor],·,·,-2%[46.1 µM],-2%,17
COc1ccccc1NC(=O)c1c(C)nn(-c2ccccc2)c1Cl,-5%,-1,-3,9,34%,-1%,-1%,·,-6%,26
COc1cc(OC)c2c(-c3cccc(-c4cccc(C)c4)c3)cc(=O)oc2c1,0%,-3,15,-5,1%,·,·,-5%[46.1 µM],?,7
COc1ccccc1N(CC(=O)NC(C)(C)C)C(=O)Cn1nnc(-c2ccc(C)o2)n1,2%,4,0,-2,-10%,-9%,1%,-1%,?,11
Cc1sc(NC(=O)C2C3CCC(O3)C2C(=O)O)c(C(=O)OC(C)C)c1-c1ccc(Cl)cc1 (stereo not drawn),-20%,20,-6,-9,1%,-20%,3%,1%,?,-15
COc1ccccc1CNCC(=O)NCc1ccc(C)cc1,-1%,0,4,-2,1%,-9%,11%,-216%,-9%,-5
CCOCCCN(C)C1CCN(C(=O)c2oc3ccccc3c2NC(=O)Cc2cccc([N+](=O)[O-])c2)CC1,2%,·,4,-97*,-7%,24%,2%,-3%,-7%,?
Cc1ccc(NC(=O)CN2CCC(NC(=O)c3ccccc3F)CC2)cc1C,1%,1,-2,8,-8%,12%,1%,-2%,0%,11
CCC(C)N(C(=O)CSc1nc(-c2ccccc2)cs1)C1CCS(=O)(=O)C1 (stereo not drawn),0%,-1,-14,0,4%,2%,-5%,-1%,15%,-18
CCN(CC(=O)NCc1cccs1)C(=O)CCOc1ccccc1,0%,·,4,-2,10%,·,·,0%,?,-10
OCCC1CN(Cc2cnc(N3CCCC3)s2)CCN1Cc1ccccc1 (stereo not drawn),1%,2,-8,-5,0%,-5%,0%,3%,1%,-14
CCC1Nc2ncnc(N3CCCCC3)c2N(Cc2ccccc2)C1=O (stereo not drawn),-11%,·,4,2,12%,·,·,4%,-9%,44[activator]
# Going on with the list.
SMILES,Tb PFK inh,Coupling enz,TSHR antag,hERG WT inh,A-T KAP1 phos,MLL CXXC-DNA inh,GALK inh,TCR activator,BCR signal inh,Giardia kill
Cc1nn(C)c(C)c1S(=O)(=O)N1CCCC(C(=O)NC2CCCCC2)C1 (stereo not drawn),-4%,5,4,15,-4%,-2%,1%,-3%,-3%,13
Fc1ccc(N2CCN(Cc3cn[nH]c3-c3ccccc3)CC2)cc1,3%,-1,-24,3,-2%,-5%,-3%,-5%,-2%,-14
CS/C(=N\N(C)C(N)=O)c1ccccc1,1%,-1,2,0,8%,9%,3%,0%[46.1 µM],-6%,2
O=C(Nc1ccccn1)C1CCN(S(=O)(=O)c2ccc3c(c2)OCCCO3)CC1,3%,·,-4,10,2%,·,·,-3%,-10%,-14
CC1=C(C(N)=O)C(c2cccs2)n2ncnc2N1 (stereo not drawn),0%,1,2,-1,2%,-14%,-1%,-8%,-1%,7
COc1ccccc1CNC(=O)COC(=O)c1cccs1,-5%,·,4,-12,20%,·,·,1%,-1%,-24
Cc1nc2ccccc2c2c1C(=O)N(Cc1cccnc1)C2=O,1%,-5,-11,-15,1%,-5%,0%,6%,5%,-15
O=C(COC(=O)/C=C/c1ccc(OC(F)F)cc1)NC(=O)NCc1ccccc1,2%,·,-12,-9,0%,·,·,4%,?,-4
COc1ccc(NC(=O)Cc2nc3ccccc3[nH]2)cc1,6%,3,?,-10,-3%,7%,3%,-4%,?,-12
CCCC(c1nnnn1Cc1ccc(OC)cc1)N1CCN(c2ccccc2OC)CC1 (stereo not drawn),23%,-6,?,-3,2%,-1%,0%,-2%,-8%,24
O=c1cc(-c2ccccc2)cc(-c2ccccc2)n1CCCO,-15%,·,15,7,-1%,·,·,-2%,-2%,1
CCCc1cc(C(=O)Nc2ccc(C(C)=O)cc2)no1,0%,3,15,-6,25%,11%,-1%,-14%,11%,10
CCN(CC)CCNC(=O)c1ccc(Sc2ccc(C)cc2)c(NC(C)=O)c1,-2%,2,21,63,1%,1%,4%,1%,-16%,-28
Cc1cccc(N2C(=O)N3[C@@H]4c5ccccc5OC[C@@H]4[C@@H](c4ccccc4)[C@]3(C)C2=O)c1,2%,-4,-10,1,18%,3%,·,-3%,21%,-11
CCOC(=O)C(Cc1ccccc1)NC(=O)CCc1nnc2ccc(N3CCOCC3)nn12 (stereo not drawn),1%,2,16,-1,6%,-7%,-1%,-4%,-2%,7
CCn1cnc2c1c(=O)n(Cc1nnc3n1-c1ccccc1SC3)c(=O)n2Cc1ccccc1,-11%,1,14,16,-10%,-5%,-1%,-7%,?,-10
COc1ccc(O)c(CN2CCC(n3nccc3NC(=O)c3ccccc3Cl)CC2)c1,1%,·,-4,-5,10%,4%,-7%,-3%,2%,-3
[O-][n+]1ccc(C2CC2)cc1,-1%,0,4,-9,6%,3%,-1%,1%,10%,7
CSc1nc(C)cc(SC(C(C)=O)C(=O)Nc2ccccc2)n1 (stereo not drawn),-12%,12,10,-11,13%,-4%,-1%,2%,?,28
O=C(c1cccc(Oc2c(Cl)cccc2[N+](=O)[O-])c1)N1CCOCC1,-2%,·,-8,7,6%,-6%,-4%,-4%,1%,8
CCSc1nc(N)c2c3c(sc2n1)CN(C)CC3,3%,1,2,·,-2%,4%,1%,·,5%,·
CCCC[C@@H]1C=C(C(=O)O)[C@H](c2ccc(C)cc2)N1S(=O)(=O)c1ccc(C)cc1,-14%,·,8,7,13%,·,·,-2%,5%,-24
CCc1noc(C)c1C(=O)N(CC)c1nc2c(C)cccc2s1,?,·,-17,4,10%,·,·,-5%,0%,-4
CCCCNc1nnc(Cc2ccc(Cl)cc2)c(=O)[nH]1,-6%,1,-6,-8,5%,-3%,·,6%,7%,-9
COc1ccc(NC(=O)CSc2nc(SC)ns2)c(OC)c1,2%,-2,3,2,-2%,89%[activator],-1%,-2%,0%,-6
CC1CCN(S(=O)(=O)c2ccc(C(=O)NNC(=O)C3CC3)cc2)CC1,0%,0,-7,1,0%,-2%,5%,4%,5%,0
O=C(Nc1ncc(Cc2cccc(C(F)(F)F)c2)s1)C1CCCO1 (stereo not drawn),?,-1,-2,-9,0%,0%,-4%,-5%,?,-4
CCCCc1ccc(NC(=O)Nc2cnccn2)cc1,4%,-1,-16,5,-4%,-2%,6%,5%,?,-14
CC(=O)N1CC(=O)N(Cc2ccccc2)/C(=C/c2ccccc2)C1=O,-3%,-1,1,-25,-1%,-2%,8%,2%,0%,-6

# This is a random part of the collection. About 1.6% of those tested had a hit in this group.
